Compound activity from PubChem.
LGR2 inh = Drosophila LGR2 receptor signaling inhibition; HEK293 LGR2, CRE-luciferase, bursicon-stimulated, 4 h; inhibition, % at 9.99 µM; 0.35% of 380,000 active; AID 720647;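 active = drop in luminescence signal, shown as inhibition above about 50% in the replicate tests, limit read from the data, passing the limit was not always enough; inconclusive = probably only some replicates passing the limit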;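 note: agonist challenge used bursicon conditioned medium at about half maximal strength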
PGC1a acetyl inh = lowers PGC1a acetylation signal in U2OS cells | 0.17% of 350,000 active | inhibition, % at 15.6 µM | AlphaScreen anti-acetyl-lysine; with virally co-expressed GCN5 acetyltransferase;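 active = every replicate shows inhibition of at least 40%; inconclusive = mean inhibition at least 40% but some replicate below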;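 note: 0% = neutral control wells and 100% = positive control wells; some results beyond the cut were filed as inactive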
FN deposition inh = fibronectin deposition inhibition. AH1F fibroblasts, Alexa488-fibronectin deposition fluorescence, overnight. inhibition, % at 12.6 µM. 0.086% of 350,000 active. AID 743247;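 active = mean inhibition across replicates of 30% or more, regardless of how many single replicates reach that level; inconclusive = mean under 30% yet at least half of replicates reach 30%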;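 note: positive control wells lacked labelled fibronectin entirely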
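Assay system: AH1F fibroblasts assembling fluorescent fibronectin matrix; Amount: 10000 AH1F cells per well; Buffer or medium: DMEM, 2% serum; Probe or stimulus: Alexa488-fibronectin, 24 nM final in well; Doses: single compound dose, delivered by pin transfer; Incubation: 1 h adhesion, overnight exposure; Measured by: fluorescence 485/525 nm; Read-out: fibronectin deposition inhibition.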
S100A4 MyoIIA = S100A4-myosin IIA interaction inhibition; AID 652163; P26447; S100A4/TAMRA-MyoIIA peptide fluorescence polarization; 0.14% of 360,000 active; inhibition, % at 10.7 µM;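 active = mean inhibition of at least 70% across replicates, with every replicate also reaching that level; inconclusive = mean inhibition reaches 70% but some replicates fall short; inactive = mean inhibition below 70%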
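Assay system: human S100A4 monomer with TAMRA-labelled myosin IIA peptide / Buffer or medium: Calcium-containing HEPES buffer, pH 7.2 / Reagent: TAMRA-labelled myosin IIA heavy-chain peptide probe, 5 nM / Compound: one dose per compound / Timing: polarization read 5 min after assay mix addition, stable 5–60 min / Benchmarks: neutral control DMSO, positive control TFP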
PAX8 reporter = lowers PAX8-driven luciferase in RMG-I cells | inhibition, % at 12.6 µM | RMG-I TPO-luciferase reporter, SteadyGlo, 24 h | 1.2% of 360,000 active | AID 652154;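 active = mean replicate inhibition at least 60% with every replicate also reaching 60%; inconclusive = only one of the two criteria is met; inactive = mean below 60% and not all replicates reaching 60%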;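 note: luciferase light reporting Pax8 driven TPO promoter activity; plate controls were median of neutral control wells for no effect and mitoxantrone controls for full effect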
EWS-Fli inh = inhibitors of EWS/Fli oncoprotein transcriptional activity; A673 NR0B1-luciferase reporter, viability-normalised; 0.67% of 350,000 active; inhibition, % at 12.6 µM; AID 651661;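 active = mean inhibition of at least 50% after viability correction, with every replicate also passing that limit; inconclusive = mean reaches 50% but only one of two replicates passes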;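 note: firefly luciferase signal divided by Alamar Blue viability fluorescence both relative to DMSO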
ERAP1 HTS inh = inhibitors of human ERAP1 aminopeptidase | Q9NZ08 | recombinant ERAP1, Leu-AMC fluorescence, 60 min | inhibition, % at 10.7 µM | 0.15% of 340,000 active;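 active = mean replicate inhibition of at least 30%, or all replicates individually reaching that 30% level; inactive = mean below 30% and not every replicate reaching it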;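 note: 0% = neutral control wells and 100% = L-leucinethiol positive control wells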
Target sequence (Q9NZ08 whole entry, looked up): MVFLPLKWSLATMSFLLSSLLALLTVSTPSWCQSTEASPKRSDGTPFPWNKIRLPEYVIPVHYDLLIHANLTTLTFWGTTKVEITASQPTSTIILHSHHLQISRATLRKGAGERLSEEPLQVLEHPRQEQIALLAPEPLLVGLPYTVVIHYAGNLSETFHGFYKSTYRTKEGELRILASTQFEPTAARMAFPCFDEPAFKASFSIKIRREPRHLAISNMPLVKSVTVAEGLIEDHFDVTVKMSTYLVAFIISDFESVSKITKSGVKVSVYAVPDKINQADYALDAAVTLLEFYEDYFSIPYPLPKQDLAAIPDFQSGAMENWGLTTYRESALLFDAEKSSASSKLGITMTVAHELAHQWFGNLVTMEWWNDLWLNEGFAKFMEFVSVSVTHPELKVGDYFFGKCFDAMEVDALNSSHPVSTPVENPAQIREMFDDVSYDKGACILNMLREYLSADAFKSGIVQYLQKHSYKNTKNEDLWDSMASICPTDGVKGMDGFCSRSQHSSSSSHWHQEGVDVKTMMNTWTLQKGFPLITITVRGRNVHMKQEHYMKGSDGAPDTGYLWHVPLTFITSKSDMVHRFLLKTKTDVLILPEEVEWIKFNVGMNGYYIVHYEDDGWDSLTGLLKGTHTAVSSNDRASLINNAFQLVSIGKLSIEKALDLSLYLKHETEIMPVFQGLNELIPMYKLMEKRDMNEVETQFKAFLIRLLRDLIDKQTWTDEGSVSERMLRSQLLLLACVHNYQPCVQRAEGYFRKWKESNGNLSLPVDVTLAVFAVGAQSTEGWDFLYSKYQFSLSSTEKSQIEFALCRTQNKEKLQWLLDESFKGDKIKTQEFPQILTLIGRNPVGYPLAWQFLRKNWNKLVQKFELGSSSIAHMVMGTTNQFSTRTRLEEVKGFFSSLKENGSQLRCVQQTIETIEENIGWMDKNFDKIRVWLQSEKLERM
PglD inh = blocks C. jejuni PglD acetyltransferase activity; 0.098% of 360,000 active; inhibition, % at 12.5 µM; purified PglD enzyme, DTNB colorimetric CoA detection; in the data active = inhibition above about 16%, passing the limit was not always enough; inconclusive = no clear call, values can overlap the other calls; note: strong numbers were not always called active
Starred values were filed as active, the others as inactive; ? = inconclusive; . = no result given; & = joins results of further samples.

mol,LGR2 inh,PGC1a acetyl inh,FN deposition inh,S100A4 MyoIIA,PAX8 reporter,EWS-Fli inh,ERAP1 HTS inh,PglD inh
NC(=O)c1sc2nnc(-c3ccccc3)c(-c3ccccc3)c2c1N,3,3,1,-5,-6,4,6,5
CN(C1CCCC1)C1CCN(C(=S)Nc2cc(F)cc(F)c2)CC1,-28,-5,-4,2,4,-4,.,1
O=C(O)[C@@H]1[C@@H](CO)[C@@H]2Cn3c(ccc(C4=CCCCC4)c3=O)[C@@H]2N1Cc1ccc2c(c1)OCO2,23,.,-3,60,-1,0,0,3
CCOC(=O)c1cccc(NC(=S)NC(=O)c2cccnc2)c1,.,3,-1,-4,15,0,-2,-2
COc1cccc(-n2sc3c(c2=S)-c2cc(OC)ccc2NC3(C)C)c1,.,2,-2,.,-54,.,.,3
Cc1[nH]c2ccccc2c1/C=C/C(=O)c1ccncc1,-2,.,9,-2,7,13,-3,.
CC(=O)N1CCN(c2ccc(S(C)(=O)=O)cc2[N+](=O)[O-])CC1,19,3,10,-8,-11,21,-1,-7
N#Cc1c(N)sc2c1CCN(CCc1ccccc1)C2,.,7,6,.,7,.,.,0
O=C(O)Cn1nncc1-c1ccc(C(F)(F)F)cc1,5,5,-2,3,14,1,-1,0
CO[C@H]1CN(C)C(=O)c2cc(NC(=O)Nc3ccccc3F)ccc2OC[C@H](C)N(Cc2ccccc2C(=O)O)C[C@@H]1C,-6,4,10,31,9,0,2,-3

A few values from the entries so far:
Entry for CN(C1CCCC1)C1CCN(C(=S)Nc2cc(F)cc(F)c2)CC1 under EWS-Fli inh: -4
Entry for O=C(O)[C@@H]1[C@@H](CO)[C@@H]2Cn3c(ccc(C4=CCCCC4)c3=O)[C@@H]2N1Cc1ccc2c(c1)OCO2 under FN deposition inh: -3

Further entries follow:
mol,LGR2 inh,PGC1a acetyl inh,FN deposition inh,S100A4 MyoIIA,PAX8 reporter,EWS-Fli inh,ERAP1 HTS inh,PglD inh
CCN(c1ccccc1)S(=O)(=O)c1cccc(C(=O)N2CCN(S(=O)(=O)c3ccccc3)CC2)c1,-3,-3,.,10,21,0,1,1
O=C(c1cc(Br)ccc1O)N1CCN(S(=O)(=O)Cc2ccccc2)CC1,15,6,-1,3,11,6,-1,-6
O=C(CSc1ncccn1)N/N=C/c1cccc([N+](=O)[O-])c1,-10,-5,11,.,15,.,.,0
COc1cccc(CNC(=O)COc2cc3c(c4oc(=O)cc(C)c24)CCC(C)(C)O3)c1,.,-6,.,0,.,6,1,-2
CC(CCNC(=O)c1ccccc1)(CCNC(=O)c1ccccc1)[N+](=O)[O-],5,.,4,-2,-6,-6,0,.
Cc1ccccc1C(C(=O)NC1CCCCC1)N(C(=O)c1ccccn1)c1cccnc1 (stereo not given),-3,9,-8,-3,-13,0,-1,-2
Cc1noc(C)c1CSCC(=O)Nc1cc(Cl)ccc1N1CCCCC1,13,-16,0,-5,18,9,-5,1
COc1cc(C)nc(-c2csc(C)n2)n1,-4,-6,15,0,17,-2,0,.
O=C(NCc1ccc(Cl)cc1)C1CCCN1C(=O)Nc1ccccc1 (stereo not given),-9,-19,2,2,0,1,-2,-6
O=C(NC(=S)Nc1cccc2ncccc12)c1cccs1,-8,0,1,9,4,10,0,.
O=C1/C(=C/c2cccc(Br)c2)SC(=S)N1CCC(=O)N(CCO)c1ccccc1,?,4,12,5,90*,7,8,-1
O=C(NCc1ccccc1)C(CCc1ccccc1)n1c(=O)c(-c2cc3ccccc3[nH]2)nc2ccccc21 (stereo not given),-1,.,2,-2,14,-1,-4,.
CCOc1ncccc1C(=O)N1CCN(S(=O)(=O)c2ccc3ccccc3c2)CC1,-11,.,8,-1,15,12,.,.
COc1ccc(NC(=O)Nc2cccc3c2O[C@H](CN(C)C(=O)NC(C)C)[C@@H](C)CN([C@H](C)CO)C3=O)cc1,6&-4,5&-6,0&-3,4&2,-4&-24,0&-6,-1&-3,-2&1
CCNC(=O)[C@@H]1[C@@H](CO)[C@@H]2Cn3c(ccc(-c4cccc(F)c4)c3=O)[C@H]1N2C(C)=O,13,.,.,15,.,0,0,-2
COc1ccc(CNC(=O)CC2C(=O)NCCN2C2Cc3ccccc3C2)cc1 (stereo not given),0,.,-11,12,18,.,-3,10
O=C(Nc1nc(-c2cccs2)c(-c2cccs2)s1)C1(c2ccccc2)CC1,-10,3,1,1,102*,5,0,4
CN(C)c1ccc(/C=N/OC(=O)Nc2ccccc2)cc1,-13,7,1,-2,-59,-8,4,-1
COc1ccccc1CC(=O)Nc1ccon1,4,-14,-4,-5,8,13,-4,-2
CC1CCCCN1S(=O)(=O)c1ccc(C(=O)Nc2nnc(-c3ccco3)o2)cc1 (stereo not given),-22,.,2,-25,22,35,0,2
COc1ccc(NC(=O)c2cn(-c3ccccc3)nc2SC)cc1,-53,.,10,0,-5,-24,-3,.
COc1cc(S(=O)(=O)NCC2OCCc3ccccc32)ccc1-n1cnnn1 (stereo not given),8,-9,1,.,.,.,.,-3
O=C(COC(=O)/C=C/c1ccc(Cl)cc1Cl)Nc1cc(C(F)(F)F)ccc1N1CCOCC1,5,-1,1,-2,14,-5,6,.
Cn1cccc1C(C#N)c1ncc(C(F)(F)F)cc1Cl (stereo not given),3,-1,-3,3,11,4,-3,6
CC(C)c1ccc(-c2nc3ccccc3s2)cc1,100*,.,3,-4,88*,89*,5,.
O=C(NC1CCC1)[C@@H]1[C@@H](CO)[C@@H]2Cn3c(ccc(-c4cccc(F)c4)c3=O)[C@H]1N2Cc1cocn1,-5,.,.,27,.,6,-5,1
COCC(=O)N(C[C@H]1N[C@H](CO)[C@@H]1c1ccc(C2=CCCC2)cc1)C(C)C,6,-4,23,.,-15,-2,.,-1
COCC#Cc1cnc2c(c1)C(=O)N([C@@H](C)CO)C[C@@H](C)[C@H](CN(C)C(=O)C1CCCCC1)O2,-4,14,.,-7,0,-1,2,-1
O=C(C[C@H]1C[C@H]2c3cc(NC(=O)Nc4ccccc4)ccc3O[C@H]2[C@@H](CO)O1)NCc1ccccn1,6,16,2,-21,0,-2,1,2
COc1cccc(S(=O)(=O)N(C)C[C@@H]2OCc3cnnn3CCCC(=O)N([C@@H](C)CO)C[C@@H]2C)c1,11&3,-1&8&-9,0&2,-1&-19&3,-21&8,-19&-4&-1,-12&3&-2,-5&-1&1
COc1ccc(NC(=O)Nc2ccc3c(c2)C(=O)N([C@H](C)CO)C[C@H](C)[C@@H](CN(C)C(=O)Nc2ccc(C(F)(F)F)cc2)O3)cc1,3,-8&-8,-1,7&-12,12,-4&13,0&-2,7&-1
C[C@@H]1CN([C@@H](C)CO)C(=O)c2cccc(NC(=O)C3CCOCC3)c2O[C@@H]1CN(C)Cc1ccc(C(=O)O)cc1,-1,-4,.,-1,2,1,-1,-2
C[C@@H]1CN([C@H](C)CO)C(=O)c2ccccc2-c2ccccc2CO[C@@H]1CN(C)Cc1ccc(-c2ccccc2)cc1,18,-10,-4,-3,-8,10,-1,.
O=C1COc2ccc(C(=O)COC(=O)c3ccc(S(=O)(=O)C(F)F)cc3)cc2N1,-1,-18,2,-5,-1,-4,-1,5
O=C(/C=C/NNC(=O)c1ccccc1)c1ccc([N+](=O)[O-])cc1,23,17,12,-3,-4,11,0,-7
COc1ccc(S(=O)(=O)Nc2ccc3c(c2)C(=O)N([C@H](C)CO)C[C@@H](C)[C@@H](CN(C)Cc2ccc4c(c2)OCO4)OCCCC[C@@H](C)O3)cc1,3,-27,3,2,25,12,-1,-2
O=C1c2ccccc2NC(c2cccc(O)c2)N1Cc1ccco1 (stereo not given),-2,-7,-2,2,11,-1,-3,-5
COc1cc(C(=O)NC2CC(C)(C)NC(C)(C)C2)cc(OC)c1OC,2,1,25,-5,24,-1,4,.
C[C@H](CO)N1C[C@H](C)[C@@H](CN(C)C(=O)c2ccccc2)Oc2cc(-c3cccc(C#N)c3)ccc2S1(=O)=O,-4,-13,-22,5,13,10,6,8
COc1ccc(N2CCN(C(=O)c3ccc(Cn4nc(C)c([N+](=O)[O-])c4C)o3)CC2)cc1,-1,.,.,-8,19,.,-1,7
CC(C)(C)c1ccc(-n2nc(C#N)c(Cl)cc2=O)cc1,101*,82*,30*,4,112*,58*,2,.
COc1ccccc1CN1C[C@@H]2N[C@H](C1)C2c1ccc(-c2ccccc2)cc1 (stereo not given in full),-17,-56,-11,-14,12,-1,1,.
NC(=O)c1ncn([C@@H]2O[C@H](C(=O)N[C@H](Cc3ccccc3)C(=O)N3CCN(CC(=O)Nc4ccccn4)CC3)[C@@H](O)[C@H]2O)n1,-4,.,7,1,-3,-6,2,.
O=C(Nc1ccc2c(c1)OCO2)c1cnn2cccnc12,-13,8,.,3,.,-41,-1,3
C[C@H]1CN([C@@H](C)CO)C(=O)Cc2cc(NC(=O)Nc3cccc4ccccc34)ccc2O[C@H]1CN(C)C(=O)Nc1ccc(F)cc1,-13,0,.,-9,53,14,-3,-3
O=C(NCC1CCCCC1)[C@@H]1[C@@H](CO)[C@@H]2Cn3c(ccc(-c4ccccc4F)c3=O)[C@H]1N2,-5,-7,.,11,4,18,0,5
COc1ccc(C2=Nc3ccccc3N(C(=O)c3cc(Cl)cc(Cl)c3)C2C(=O)NCc2ccccc2)cc1 (stereo not given),-12,.,6,0,-9,-9,.,.
Cc1ccc(Cl)cc1N1CCN(C(=O)Cn2ccc3ccccc3c2=O)CC1,.,-25,-7,.,-6,.,.,8
C[C@H]1CN([C@@H](C)CO)C(=O)Cc2cc(NC(=O)CCN3CCOCC3)ccc2O[C@H]1CN(C)C(=O)Nc1ccc2c(c1)OCO2,-28,0,.,-37,-33,-15,0,0
COc1ccc(CCNC(=O)Cc2nn(C)c(=O)c3ccccc23)cc1OC,.,7,-5,.,10,.,.,4
